TNAP pNPP inh – human TNAP inhibition, p-nitrophenol detection; purified TNAP, pNPP hydrolysis, absorbance 405 nm; inhibition, % at 20 µM; 21,000 tested, under 10 active; AID 615;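 note: 0% = DMSO only wells and 100% = 1 mM levamisole wells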
Target sequence (P05186 whole entry, looked up): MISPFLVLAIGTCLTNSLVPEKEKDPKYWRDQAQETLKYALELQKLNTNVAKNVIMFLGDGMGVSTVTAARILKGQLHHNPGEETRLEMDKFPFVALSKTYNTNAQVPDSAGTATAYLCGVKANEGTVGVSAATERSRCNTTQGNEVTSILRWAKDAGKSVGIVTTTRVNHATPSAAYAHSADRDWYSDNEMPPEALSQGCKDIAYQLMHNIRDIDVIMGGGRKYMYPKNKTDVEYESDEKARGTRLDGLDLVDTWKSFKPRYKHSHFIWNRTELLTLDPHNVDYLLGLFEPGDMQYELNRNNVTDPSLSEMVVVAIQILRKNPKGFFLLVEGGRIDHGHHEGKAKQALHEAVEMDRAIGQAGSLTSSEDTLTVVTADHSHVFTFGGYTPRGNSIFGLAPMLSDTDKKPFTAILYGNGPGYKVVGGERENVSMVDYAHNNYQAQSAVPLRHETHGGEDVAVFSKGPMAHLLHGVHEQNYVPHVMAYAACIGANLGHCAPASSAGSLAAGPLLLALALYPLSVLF
TNAP inh Pi – human TNAP inhibition, phosphate detection; inhibition, % at 20 µM; P05186; 21,000 tested, under 10 active; purified TNAP, pNPP, malachite green phosphate absorbance; AID 614
* marks the source's active call; other numbers are inactive results.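 Rule for the calls: active = inhibition above 50% at the 20 µM single-dose screen; inactive = the rest.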

Start of the listing, in advance (five entries):
SMILES	TNAP pNPP inh	TNAP inh Pi
Cc1cc(OCC(=O)O)c2cccc(C)c2n1	3	10
O=C(CSc1ncnc2c1cnn2-c1ccccc1)Nc1ccc2c(c1)OCO2	0	7
O=C1CCCN1CCC1CCN(C(=O)Nc2ccccc2)CC1	5	8
CCc1ccc(OCC(=O)N(C)CCC#N)c(Br)c1	8	13
CCn1c(-c2ccc3[nH]c(C)c(C)c3c2)n[nH]c1=S	6	6

This part in full, from the start:
SMILES	TNAP pNPP inh	TNAP inh Pi
Cc1cc(OCC(=O)O)c2cccc(C)c2n1	3	10
O=C(CSc1ncnc2c1cnn2-c1ccccc1)Nc1ccc2c(c1)OCO2	0	7
O=C1CCCN1CCC1CCN(C(=O)Nc2ccccc2)CC1	5	8
CCc1ccc(OCC(=O)N(C)CCC#N)c(Br)c1	8	13
CCn1c(-c2ccc3[nH]c(C)c(C)c3c2)n[nH]c1=S	6	6
CC(=O)C1C(=O)CC(C)(O)C(C(C)=O)C1c1ccc(N(C)C)cc1 (configuration not stated)	0	2
CCC(NC(=O)c1ccccc1NC(=O)c1ccco1)C(=O)NC1CCCCC1 (configuration not stated)	3	8
Cc1nn(-c2ccccc2)c2sc(C(=O)c3c(N)n(C)c(=O)n(C)c3=O)cc12	-6	-3
O=C(Cn1cnc2scc(-c3ccccc3)c2c1=O)N1CCOCC1	7	-4
CC(=O)N(Cc1cc(=O)[nH]c2ccccc12)c1ccccc1	6	9
COc1ccc(N2CCN(c3oc(-c4ccco4)nc3C#N)CC2)cc1	1	6
COc1ccccc1NC(=O)C(CCS(C)(=O)=O)N1C(=O)c2ccccc2C1=O (configuration not stated)	2	10
O=C(CN1CCCCC1)Nc1cccc(Br)c1	2	6
COc1ccc(OCCn2c(=N)n(CCO)c3ccccc32)cc1	-2	14
Cc1cc(C)c2c(n1)nn1c(N3CCN(c4ccccc4)CC3)cc(C)nc21	7	10
NS(=O)(=O)c1ccc(NC(=O)CN2CCCCC2)cc1	3	9
N=c1c2c(-c3ccccc3)c(-c3ccccc3)n(Cc3ccccc3)c2ncn1CCCn1ccnc1	0	0
O=C(CSc1nnc(-c2cccnc2)n1Cc1ccco1)NCc1ccc2c(c1)OCO2	-4	6
CCc1nc(N2CCCC2C(=O)O)c2oc3ccccc3c2n1 (configuration not stated)	5	10
CC1CCc2cc(F)ccc2N1C(=O)CSc1nnc(-c2cccs2)n1C (configuration not stated)	-6	4
Nc1nnc(SCCOc2ccc(Br)cc2)s1	1	6
c1ccc(-n2ncc3c(NCc4ccccn4)ncnc32)cc1	4	17
O=C(CSc1nnc(CNc2ccc(Cl)cc2)o1)Nc1nc2c(s1)CCCC2	6	10
CN(C)CC(O)COc1ccc(-c2ccc(C#N)cc2)cc1 (configuration not stated)	6	7
CCOc1cc(C2c3c(oc4cc(C)c(Cl)cc4c3=O)C(=O)N2Cc2ccco2)ccc1O (configuration not stated)	6	-4
O=C(Nc1cc(Cl)ccc1O)C1CCCO1 (configuration not stated)	8	20
CC(C)C1Oc2ccccc2N(CC(=O)NCCCN2C(C)CCCC2C)C1=O (configuration not stated)	0	7
O=C(CCCCCN1C(=O)CCC1=O)Nc1ccc2c(c1)OCO2	4	10
O=C(OCc1cc2ccccc2[nH]c1=O)c1ccccc1	4	13
Cc1ccc(NCc2nc3ccccc3n2C)cc1	-3	-8

Fetched one by one from the list above:
SMILES	TNAP pNPP inh	TNAP inh Pi
CN(C)CC(O)COc1ccc(-c2ccc(C#N)cc2)cc1 (configuration not stated)	6	7
O=C(CSc1nnc(CNc2ccc(Cl)cc2)o1)Nc1nc2c(s1)CCCC2	6	10

(cont.)
SMILES	TNAP pNPP inh	TNAP inh Pi
COC(=O)c1ccc(NS(=O)(=O)N(C)C)cc1	3	8
CCCOC(=O)C1=C(C)NC2=C(C(=O)CCC2)C1c1cc(OC)ccc1OC (configuration not stated)	1	7
CC12CN3CC(C)(CN(C1)C3c1cc3ccccc3[nH]1)C2=O (configuration not stated)	5	5
O=C(COC(=O)C1CCC1)NCc1ccccc1Cl	-4	3
Cc1ccc(C(=O)C(C)OC(=O)C2CC(=O)N(C3CCCCC3)C2)cc1 (configuration not stated)	1	4
CCCOc1ccc(C(=O)c2nc3c(n2O)CCCC3)cc1	2	6
O=c1c2c(nc3c(-c4ccc(Cl)cc4)c[nH]n13)CCCC2	0	1
Cc1occc1-c1nnc(SCC(=O)N2CCOCC2)n1CCc1ccccc1	2	15
Cc1cccc(-n2c(SCC(=O)NCc3ccco3)nnc2-c2ccco2)c1	-10	-2
O=C(CN1CCc2ccccc21)NC(=O)NCc1ccco1	4	-6
CC(=O)Nc1ccccc1Sc1ccccc1	4	6
O=C(NCCc1ccccc1)/C(=N\O)c1ccccc1	4	7
Cc1cc2ccc(C)c(C)c2nc1SCC#N	9	4
OCC1CCCN(Cc2ccc(-c3ccccc3)cc2)C1 (configuration not stated)	4	6
O=C(OCN1C(=O)c2ccccc2C1=O)c1ccccc1	1	-2

A second format for part of the listing above:
OCC1CCCN(Cc2ccc(-c3ccccc3)cc2)C1 (configuration not stated)
  TNAP pNPP inh = 4; TNAP inh Pi = 6

CCCOC(=O)C1=C(C)NC2=C(C(=O)CCC2)C1c1cc(OC)ccc1OC (configuration not stated)
  TNAP pNPP inh = 1; TNAP inh Pi = 7

O=C(CN1CCc2ccccc21)NC(=O)NCc1ccco1
  TNAP pNPP inh = 4; TNAP inh Pi = -6

(further entries)
SMILES	TNAP pNPP inh	TNAP inh Pi
CCc1ccc(C(=O)Nc2ccc(S(=O)(=O)Nc3nc(C)cc(C)n3)cc2)o1	5	11
Cc1ccc(-c2ccc(/C=N/c3ncn[nH]3)o2)cc1Cl	5	-15
CC(C)CC(c1nnnn1CCc1ccccc1)N1CCN(C(=O)c2ccco2)CC1 (configuration not stated)	4	11
Cc1nc2ccccc2c2c1C(=O)N(C)C2=O	2	10
Cc1ccc(NC(=O)N2CCC(C(=O)NCC(C)C)CC2)cc1	4	6
CCOC(=O)C1=C(C)NC2=C(C(=O)CCC2)C1c1cc(OC)ccc1OC (configuration not stated)	3	7
Cc1ccc(S(=O)(=O)Cn2nnnc2C(CC(C)C)N2CCN(C(=O)c3ccco3)CC2)cc1 (configuration not stated)	8	8
CCOC(=O)N1CCN(c2ncnc3c2[nH]c2ccc(OC)cc23)CC1	4	-6
Cc1ccc(OCC(=O)Nc2cccc(-c3nnc(-c4ccccc4)o3)c2)cc1	1	3
O=C1C2C3c4ccccc4C(c4ccccc43)C2C(=O)N1CN1CCOCC1 (configuration not stated)	4	-1
OC(c1ccccc1)C1CN(Cc2ccccc2)CCC1(O)c1ccccc1 (configuration not stated)	-2	1
CCCN(Cc1cc2cc(OC)ccc2[nH]c1=O)C(=O)c1ccncc1	4	6
CC(C)OC(=O)C1C(=O)CC(C)(O)C(C(=O)OC(C)C)C1c1cccnc1 (configuration not stated)	4	16
Cc1nc2c(-c3ccc(F)cc3)c(C)nn2c(N2CCOCC2)c1C	4	15
Cc1nnc(SCC(=O)Nc2cccc(C(F)(F)F)c2)n1Cc1ccco1	4	8
c1cc2c(cc1-c1cnc3n1CCC3)OCCO2	1	14
Cc1ccc(C)c(C(=O)c2c(C)nc3sccn23)c1	1	16
Cc1ccc2nc(SCC(=O)NCC3CCCO3)c(C#N)cc2c1 (configuration not stated)	-4	9
COC(=O)c1cc(OC)c(OC)cc1NC(=O)CN1CCCCC1	3	8
N#CCSc1nc2sc3c(c2c(=O)n1C1CCCCC1)CCCC3	3	7
COCCNC(=O)C1CCN(S(=O)(=O)c2ccccc2)CC1	4	7
Cc1c(N=C/C=C2\N(C)c3ccccc3C2(C)C)c(=O)n(-c2ccccc2)n1C	-8	9
O=C(C1CSC2(c3ccc(F)cc3)CCC(=O)N12)N1CCCCCC1 (configuration not stated)	5	19
CC(=O)CC(C)(C)n1nnc(-c2ccccc2)n1	7	1
O=c1c2ccccc2oc2nc(C3CCCCC3)n(Cc3ccco3)c(=O)c12	4	6
CS(=O)(=O)Nc1ccc(N2CCCCC2)c(Cl)c1	3	6
CCN(CC)S(=O)(=O)c1cccc2nsnc12	4	9
O=C(COc1ccc(F)cc1)NC1CC1	6	9
COc1ccc(C2(O)CCN(Cc3nnnn3Cc3ccc(F)cc3)CC2)cc1	5	0
CC1CN(C2CCN(S(=O)(=O)c3ccccc3)CC2)CC(C)O1 (configuration not stated)	3	7

Overlap with the part before: six entries, followed by the next part.
SMILES	TNAP pNPP inh	TNAP inh Pi
O=c1c2ccccc2oc2nc(C3CCCCC3)n(Cc3ccco3)c(=O)c12	4	6
CS(=O)(=O)Nc1ccc(N2CCCCC2)c(Cl)c1	3	6
CCN(CC)S(=O)(=O)c1cccc2nsnc12	4	9
O=C(COc1ccc(F)cc1)NC1CC1	6	9
COc1ccc(C2(O)CCN(Cc3nnnn3Cc3ccc(F)cc3)CC2)cc1	5	0
CC1CN(C2CCN(S(=O)(=O)c3ccccc3)CC2)CC(C)O1 (configuration not stated)	3	7
Nc1nonc1-c1noc(N2CCCCC2)n1	5	5
CCOC(=O)C1=C(C)NC(=O)N(C(C)=O)C1c1ccc(Cl)cc1 (configuration not stated)	5	10
O=C(CCCN1C(=O)c2ccccc2C1=O)Nc1ccc(S(=O)(=O)N2CCOCC2)cc1	-35	-48
Cc1ccc2nc(NC3=NCN(CCN4CCOCC4)CN3)nc(C)c2c1	6	-16
CN1CCC(OC(=O)C23CCC(C)(C(=O)O2)C3(C)C)CC1 (configuration not stated)	2	4
Cc1c(C(=O)N(Cc2cccs2)C2CCS(=O)(=O)C2)oc2ccccc12 (configuration not stated)	0	5
O=C(Nc1ccccc1)c1ccc(NCCN2CCOCC2)c(S(=O)(=O)N2CCOCC2)c1	4	17
COC(=O)NCc1cc2cc(Cl)ccc2[nH]1	6	6
N#CCCCCN1c2cccc3cccc(c23)S1(=O)=O	4	7
COc1ccc(-c2nnc(SCC(=O)N3CCc4ccccc4C3)o2)cc1	5	12
Fc1ccccc1-c1nc(NCCCN2CCOCC2)c2ccccc2n1	4	9
CCOC(=O)C(NC=O)(NC(C)(C)C)C(=O)OCC	0	2
CCn1c(Cn2nnc(-c3ccccc3)n2)nnc1SCC(=O)Nc1cccc(C(C)=O)c1	0	7
CC(C)CCN1C(=O)c2ccc(C(=O)OCn3nnc4ccccc4c3=O)cc2C1=O	5	12
CCc1ccccc1NC(=O)CSc1nc2c(c(-c3ccco3)c1C#N)CCCC2	6	4
COc1ccccc1NC(=O)CN(Cc1ccco1)C(=O)c1cccs1	1	-7
C=CCC1c2cccc(C(=O)O)c2C(=O)N1c1cccc(C)c1 (configuration not stated)	5	10
COc1cccc(N2CCCn3c2nc2c3c(=O)n(CCN3CCOCC3)c(=O)n2C)c1	-1	-2
CCOC(=O)C1CCN(c2ncnc3c2cnn3-c2ccc(OC)cc2)CC1	4	10
CCN1CCN(Cc2cc(=O)oc3ccc(Cl)cc23)CC1	4	3
CC1(C)NC(=O)N(CC(O)CN2CCOCC2)C1=O (configuration not stated)	0	5
Cc1ccc2c(c1)nnn2C1CCN(CC(=O)NCCc2ccccc2)CC1	6	10
Cc1c(C(=O)N2CCCCC2)sc(NC(=O)C2CC2)c1C#N	5	9
CCCn1c(=O)c(C(=O)Nc2nnc(CC)s2)c(O)c2ccccc21	6	8
COC(=O)COc1ccc2oc(=O)cc(C)c2c1	0	0
CC(C)(C)c1ccc(OCC(=O)NCc2ccco2)c(Br)c1	-3	10
COc1ccc(C2c3c(-c4cc(Cl)c(C)cc4O)n[nH]c3C(=O)N2Cc2cccnc2)cc1OC (configuration not stated)	3	9
CCCc1nc2c(sc3nc4c(cc32)COC(C)(C)C4)c(=O)n1Cc1ccco1	-5	-29
CN1C(=O)Cc2cc(S(=O)(=O)N3CCOCC3)ccc21	5	9
O=c1nc(-c2ccccc2)n(-c2ccccc2)c2ncccc12	0	0
CC(C)C(C(=O)Nc1ncn[nH]1)N1C(=O)c2ccccc2C1=O (configuration not stated)	0	-25
c1ccc(-n2c(-c3ccco3)nnc2N2CCOCC2)cc1	-4	3
CCC(=O)Oc1ccc(/C(CC)=C(\CC)c2ccc(OC(=O)CC)cc2)cc1	0	3
CC1(C)Cc2c(C#N)c(NCc3ccco3)nc(-c3ccco3)c2CO1	6	12
CCOC(=O)c1cccc(NC(=O)C2CCCO2)c1 (configuration not stated)	7	9
COC(=O)[C@H](C)NC(=O)Nc1ccc(OC)c(OC)c1	2	3
CC(=O)OCC(=O)[C@@]1(OC(C)=O)[C@@H](C)C[C@H]2[C@@H]3C[C@H](F)C4=CC(=O)C=C[C@]4(C)[C@@]3(F)[C@@H](O)C[C@@]21C	3	7
Cc1sc(NC(=O)CSc2nnc(C)c(=O)[nH]2)c(C#N)c1C	-2	6
CCNS(=O)(=O)c1ccc(NC(=O)Cc2ccc(F)cc2)cc1	0	4
O=C(CCCOc1ccc(Cl)cc1)N1CCOCC1	7	8
Cc1nc2nc(COc3ccccc3)[nH]n2c(=O)c1C	0	3
CCOC(=O)c1c(C)oc2c1c(C(c1cccnc1)N1CCN(C)CC1)c(O)c1ccccc12 (configuration not stated)	-1	-34
NC(=O)C1CCN(C(=O)CN2CCN(c3cccc(C(F)(F)F)c3)CC2)CC1	4	14
CCc1cc2c3c(c(=O)oc2cc1OC)CCCC3	2	-8
Cc1nc2ccccn2c1C(=O)c1ccccc1	6	18
N#Cc1nc(-c2ccc(OCc3ccc(Cl)cc3)cc2)oc1N1CCOCC1	-1	-1

Some of the compounds tested, so the mix of outcomes need not match the whole.
